Cav3 T inh – blocks human Cav3.2 T-type calcium channel; Cav3.2-expressing cells, Fluo-4 calcium fluorescence FDSS; stronger effect = lower value; actives 4% (n = 100,000); B-score at 10 µM;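 active = single-dose well whose peak fluorescence ratio is a statistical outlier from its plate by either plate-standardised score or position-corrected B-score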
Target sequence (O95180 whole entry, looked up): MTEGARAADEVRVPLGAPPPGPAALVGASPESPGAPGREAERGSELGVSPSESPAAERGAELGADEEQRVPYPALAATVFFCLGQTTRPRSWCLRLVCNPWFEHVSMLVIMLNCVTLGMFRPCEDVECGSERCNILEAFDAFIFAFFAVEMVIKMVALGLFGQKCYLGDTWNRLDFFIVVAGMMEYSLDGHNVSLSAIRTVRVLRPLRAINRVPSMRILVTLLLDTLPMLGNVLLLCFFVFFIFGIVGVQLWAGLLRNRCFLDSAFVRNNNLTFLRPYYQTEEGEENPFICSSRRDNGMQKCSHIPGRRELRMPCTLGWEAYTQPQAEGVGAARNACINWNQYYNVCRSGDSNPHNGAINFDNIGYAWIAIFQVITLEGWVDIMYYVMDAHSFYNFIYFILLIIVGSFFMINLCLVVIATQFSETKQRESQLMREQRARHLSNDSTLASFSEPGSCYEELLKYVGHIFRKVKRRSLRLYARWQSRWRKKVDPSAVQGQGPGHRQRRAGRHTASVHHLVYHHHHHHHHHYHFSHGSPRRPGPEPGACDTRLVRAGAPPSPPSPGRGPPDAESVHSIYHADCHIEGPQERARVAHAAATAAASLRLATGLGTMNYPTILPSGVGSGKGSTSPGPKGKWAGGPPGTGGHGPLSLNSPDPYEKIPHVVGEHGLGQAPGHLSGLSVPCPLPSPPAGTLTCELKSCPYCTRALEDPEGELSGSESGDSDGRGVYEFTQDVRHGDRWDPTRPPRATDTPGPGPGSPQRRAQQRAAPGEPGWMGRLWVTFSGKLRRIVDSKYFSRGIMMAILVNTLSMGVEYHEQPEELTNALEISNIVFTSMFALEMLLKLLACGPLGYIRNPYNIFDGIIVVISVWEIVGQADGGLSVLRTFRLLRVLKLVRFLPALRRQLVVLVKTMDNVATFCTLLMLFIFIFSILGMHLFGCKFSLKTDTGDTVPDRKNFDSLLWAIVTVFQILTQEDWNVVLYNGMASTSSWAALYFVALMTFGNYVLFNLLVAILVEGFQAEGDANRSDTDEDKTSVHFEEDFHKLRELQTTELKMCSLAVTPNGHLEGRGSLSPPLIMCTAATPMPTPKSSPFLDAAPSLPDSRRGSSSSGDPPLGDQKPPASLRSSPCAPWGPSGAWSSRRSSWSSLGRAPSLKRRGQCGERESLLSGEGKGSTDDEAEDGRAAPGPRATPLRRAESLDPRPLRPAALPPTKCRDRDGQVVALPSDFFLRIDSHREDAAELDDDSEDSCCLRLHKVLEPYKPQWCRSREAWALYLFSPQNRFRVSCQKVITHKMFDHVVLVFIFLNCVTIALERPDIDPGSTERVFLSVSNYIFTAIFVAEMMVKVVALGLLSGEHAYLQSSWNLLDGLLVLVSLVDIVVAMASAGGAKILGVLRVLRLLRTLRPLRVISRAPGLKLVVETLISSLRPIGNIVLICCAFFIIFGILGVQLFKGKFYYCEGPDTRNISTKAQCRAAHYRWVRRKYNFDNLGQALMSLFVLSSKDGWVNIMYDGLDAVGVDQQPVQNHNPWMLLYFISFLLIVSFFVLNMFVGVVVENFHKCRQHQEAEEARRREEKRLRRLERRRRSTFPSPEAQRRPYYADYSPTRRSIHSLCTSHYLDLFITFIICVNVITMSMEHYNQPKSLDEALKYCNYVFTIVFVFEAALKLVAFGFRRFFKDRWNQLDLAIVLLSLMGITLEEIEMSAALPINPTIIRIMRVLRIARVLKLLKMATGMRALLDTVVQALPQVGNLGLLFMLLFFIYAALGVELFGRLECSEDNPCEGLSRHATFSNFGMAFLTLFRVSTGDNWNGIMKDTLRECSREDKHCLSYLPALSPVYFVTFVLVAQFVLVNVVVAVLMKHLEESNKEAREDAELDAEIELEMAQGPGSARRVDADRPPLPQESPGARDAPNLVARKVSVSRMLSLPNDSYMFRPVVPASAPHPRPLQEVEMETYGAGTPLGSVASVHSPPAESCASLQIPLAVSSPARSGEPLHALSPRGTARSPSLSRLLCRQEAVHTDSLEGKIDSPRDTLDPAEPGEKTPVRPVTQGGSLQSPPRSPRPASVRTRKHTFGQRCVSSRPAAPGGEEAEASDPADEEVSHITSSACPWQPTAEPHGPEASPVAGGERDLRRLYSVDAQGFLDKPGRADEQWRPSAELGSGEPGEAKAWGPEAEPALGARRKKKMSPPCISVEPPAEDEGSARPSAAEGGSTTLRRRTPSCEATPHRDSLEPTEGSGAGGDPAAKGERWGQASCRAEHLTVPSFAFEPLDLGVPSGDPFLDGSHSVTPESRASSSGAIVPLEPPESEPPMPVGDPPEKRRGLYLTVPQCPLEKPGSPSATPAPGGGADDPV
Numbers without * were called inactive; & = joins results of further samples.

Cav3 T inh	compound
0.64	c1cncc(C(c2nnnn2C2CCCC2)N2CCCC2)c1 (stereo not given)
0.94	CCN1CCN(Cc2ccc(NC(=O)c3cc(NC(=O)N4CCNC4=O)cc(OC)c3)cc2C(F)(F)F)CC1
0.023	COc1ccc(N2C(=O)CC(N3CCN(c4ccc(C(=O)c5cccnc5)cc4)CC3)C2=O)cc1 (stereo not given)
-3.3	CC(C)NC(=S)NN(c1ccccc1)c1ccccc1
0.036	COc1cccc(NC(=O)COc2ncnc3sc(C)c(C)c23)c1
-1.6	CCN(CC(=O)Nc1ccc2c(c1)OC(F)(F)O2)Cc1nc2ccccc2c(=O)[nH]1
-0.78	CCOC(=O)Cn1c(=O)c2c(nc(Br)n2CC(=O)OCC)n(C)c1=O
-0.031	CCOc1ccc(C2CC(c3ccc(CC)cc3)n3nc(N)nc3N2)cc1 (stereo not given)
-0.34	Cc1ccc(NC2=NC(=S)N(CC#N)C23CCCCC3)cc1
-2.6	COc1ccc(C)cc1S(=O)(=O)NCCC1=CCCCC1
-1.1	Cc1ccc(Nc2nnc(SCC(=O)NCc3ccco3)s2)cc1
-2.3	O=C(NCCC1=CCCCC1)c1ccc(Cl)c(S(=O)(=O)Nc2ccccc2)c1

Reformatted as labelled records: 4 of the compounds above
> Cc1ccc(Nc2nnc(SCC(=O)NCc3ccco3)s2)cc1
- Cav3 T inh = -1.1
> c1cncc(C(c2nnnn2C2CCCC2)N2CCCC2)c1 (stereo not given)
- Cav3 T inh = 0.64
> COc1ccc(C)cc1S(=O)(=O)NCCC1=CCCCC1
- Cav3 T inh = -2.6
> CCOC(=O)Cn1c(=O)c2c(nc(Br)n2CC(=O)OCC)n(C)c1=O
- Cav3 T inh = -0.78

The list continues.
Cav3 T inh	compound
0.61	CC(=O)NCc1nc2ccccc2n1Cc1ccccc1C
0.51	CCOc1ccc(NC(=O)CN(C)S(=O)(=O)c2cccs2)cc1
-0.88	CCOC(=O)N1CCOCCOCCN(C(=O)OCC)CCOCC1
-0.91	CCOCCCN1CN(S(=O)(=O)c2ccc(Cl)cc2)c2nc3ccccc3nc21
1.4	O=C(NCc1ccccc1)C(c1cccs1)N(Cc1cccs1)C(=O)c1cnccn1 (stereo not given)
0.03	Cc1cc(C)cc(OCC(=O)NNC(=O)c2cc3ccccc3oc2=O)c1
-1.1	CCCN(Cc1cc2cc(C)ccc2[nH]c1=O)C(=O)c1cccc(OC)c1
-0.59	Cc1sc2nc(SCC(=O)N(CCO)CCO)n(C3CCCCC3)c(=O)c2c1C
-3.4	CCCCCn1c(CCNC(=O)c2cccs2)nc2ccccc21
0.44	CCNc1nc(NCC)nc(Oc2ccc(OCC)nn2)n1
-3.3*	CCCCN(Cc1ccccc1)S(=O)(=O)c1cc(Br)cc2c1N(C(C)=O)C(C)C2 (stereo not given)
-0.88	COC(=O)Cn1c(SCc2ccccc2)nc2ccccc21
0.18	CCCOc1ccc(C(=O)Nc2cc(-c3nn4c(C)nnc4s3)ccc2C)cc1
-1.3	COc1ccc(NC(=O)c2cccnc2N2CCCCC2)cc1
0.39	COc1ccccc1C(=O)Nc1cccc(NC(C)=O)c1
-5.2*	O=C(OCc1nc2ccccc2s1)c1cccs1
-0.053	CCOC(=O)N1CCN(S(=O)(=O)c2ccc3c(c2)OCC(=O)N3)CC1
-0.8	CCN1C=C(C(=O)OC)C(c2cccc(C)c2)C(C(=O)OC)=C1
0.49	CCOC(=O)C1=C(N)N(c2ccccc2)C(=O)C1
0.025	CC(C(=O)Nc1ccc(N2CCOCC2)cc1)N1C(=O)c2ccccc2C1=O (stereo not given)
-0.022	CCOc1ccc(N(CC(=O)NC(C)(C)C)C(=O)c2ccco2)cc1
-0.57	O=C(Cc1ccc(F)cc1)OCC(=O)c1cc2ccccc2o1
-0.11	CN1CCN(c2oc(COc3ccc(-c4ccccc4)cc3)nc2C#N)CC1
0.38	CCCCn1cnc2cc(NCc3cccc(OC)c3O)ccc21

Ordered by length of the SMILES (descending): part of the list above
Cav3 T inh	compound
0.025	CC(C(=O)Nc1ccc(N2CCOCC2)cc1)N1C(=O)c2ccccc2C1=O (stereo not given)
-0.11	CN1CCN(c2oc(COc3ccc(-c4ccccc4)cc3)nc2C#N)CC1
-1.3	COc1ccc(NC(=O)c2cccnc2N2CCCCC2)cc1

(next part)
Cav3 T inh	compound
-0.7	O=C(NCCc1ccc(Cl)cc1)C1CCCN(S(=O)(=O)c2cnc[nH]2)C1 (stereo not given)
0.27	N=C1C=CC=C2C1=NC1(CCCCC1)N2O
-1.1	O=C(CN1C(=O)C2C3C=CC(C3)C2C1=O)Nc1nc2ccccc2[nH]1 (stereo not given)
1.1	Cc1ccc2c(c1)c1ncnc(N3CCc4ccccc4C3)c1n2C
0.027	COC(=O)c1ccc(Cc2ccc(C(=O)OC)o2)o1
-0.062	CCn1c(=O)cc(OCC(=O)N(C)c2ccccc2F)c2ccccc21
0.003	CC1=Nn2c(nc(-c3ccccc3)c2-c2ccccc2)N(CC(N)=O)C(=O)C1
-1.1	CCOC(=O)c1sc(N)c(C#N)c1CSc1nc2ccc(C)cc2[nH]1
1.4	COc1cc(C2c3c(oc4ccccc4c3=O)C(=O)N2Cc2ccco2)ccc1O (stereo not given)
-4.1*	O=C(CN1CCc2ccccc2C1)Nc1ccc(Br)cc1
-0.28	O=C(Nc1cccc(C(F)(F)F)c1)C1CCN(S(=O)(=O)c2cnc[nH]2)CC1
0.79	c1nnc2c3c4c(sc3ncn12)CCC4

The closing seven entries of the part before lead into the next.
Cav3 T inh	compound
-0.062	CCn1c(=O)cc(OCC(=O)N(C)c2ccccc2F)c2ccccc21
0.003	CC1=Nn2c(nc(-c3ccccc3)c2-c2ccccc2)N(CC(N)=O)C(=O)C1
-1.1	CCOC(=O)c1sc(N)c(C#N)c1CSc1nc2ccc(C)cc2[nH]1
1.4	COc1cc(C2c3c(oc4ccccc4c3=O)C(=O)N2Cc2ccco2)ccc1O (stereo not given)
-4.1*	O=C(CN1CCc2ccccc2C1)Nc1ccc(Br)cc1
-0.28	O=C(Nc1cccc(C(F)(F)F)c1)C1CCN(S(=O)(=O)c2cnc[nH]2)CC1
0.79	c1nnc2c3c4c(sc3ncn12)CCC4
-1.2	COc1ccc(-c2nn(C)c(=O)c3ccccc23)cc1NC(=O)COc1ccccc1
1.6	CCn1c(Cc2ccccc2)nnc1SCc1nc2ccccc2c(=O)[nH]1
-0.00061	COc1cc(/C=N/NC(=O)c2sc(N)c(C#N)c2C)ccc1O
-0.18	CCOC(=O)c1c(C)c(C(=O)Nc2ccc3c(c2)OCCO3)c(C)n1C
-0.36	Cc1cc(C)c2cc(C)c3nnc(SCC(=O)NCc4ccc5c(c4)OCO5)n3c2c1
-0.021	C#CCOCCOCCOCCNc1nc(N2CCN(C(=O)C([C@@H](C)CC)n3cc(C(N)COC(=O)C(F)(F)F)nn3)CC2)nc(N2CCN(C(=O)[C@H](Cc3cc4ccccc4[nH]3)n3cc(C(N)CO)nn3)CC2)n1 (stereo not given in full)
-2.5	Nc1c(-c2ccccc2Cl)cnn1-c1cccc([N+](=O)[O-])c1
0.65	COc1cc(C)nc(NC(=O)COc2ccc(Cl)cc2C)n1
0.39	Nc1nc(-c2ccccc2)cc(-c2ccccc2O)n1
-0.029	COc1ccc2c3c([nH]c2c1)C1CC2C(CC(O)C(OC)C2CO)CN1CC3 (stereo not given)
1.9	CCOC(=O)c1nc(Nc2ccc(C)cc2)c2ccccc2n1
0.84	COc1cc(CC(=O)N2CCc3ccccc32)cc(OC)c1OC
-0.95	O=C1CCCc2c1cc(-c1ccccc1)n2-c1ccccc1
0.22	Cc1cccc(-n2cnc3c(c2=O)c2nc4ccccc4nc2n3Cc2ccco2)c1
-1.6	COc1cc2ccc(=O)oc2c(CC=C(C)C)c1OC
-3.1	CC(C)CC(=O)Nc1ccc(C(=O)NNC(=S)NC(=O)C2CCCCC2)cc1
0.36	COc1ccc(C(=O)/C=C2\NCC3c4ccccc4CCN3C2=O)cc1 (stereo not given)
-3.5	CCCCNc1cc(C)nc(NCc2ccccc2)n1
-0.03	CCOc1ccc2ccccc2c1C(=O)N1CCOCC1
-1.2	COc1ccc(S(=O)(=O)Nc2ccccc2C(F)(F)F)cc1
-0.058	CCCCCCSc1nc2c(c(=O)[nH]c(=O)n2C)n1C
-1	O=C(NCc1ccc2c(c1)OCO2)C1CCC(CNS(=O)(=O)c2cccc3nsnc23)CC1 (stereo not given)
-3.6	C=CCc1ccccc1OCC(O)CN1CCN(c2ccc(OC)cc2)CC1 (stereo not given)
-0.024	COc1ccc(NC(=O)c2cc3n(n2)C(C(F)(F)F)CC(c2ccco2)N3)cc1 (stereo not given)
-0.16	Cc1sc2ncnc(SC(C)C#N)c2c1C (stereo not given)
-0.31	CCOC(=O)c1ccc(NC(=O)c2nc[nH]c2C(=O)N[C@@H](CCCCNC(=O)OC(C)(C)C)C(=O)OC(C)(C)C)cc1
0.52	O=C1CC2(CCCCCC2)Oc2ccc(Cl)cc21
0.36	CCOC(=O)C1CCN(c2c(NCCCN3CCN(Cc4ccccc4)CC3)c(=O)c2=O)CC1
0.79	CC1=Nn2c(nnc2-c2n[nH]c3c2CCC3)SC1
-4*	N#Cc1c(NC(=O)CN2C(=O)c3ccccc3C2=O)oc(-c2ccccc2)c1-c1ccccc1
-2.7	Cc1ccc(S(=O)(=O)Nc2ccc3c(c2)nc2n3CCN(Cc3ccccc3)C2)cc1
-8.6*	Cc1[nH]c2ccccc2c1Cc1nnc(SCc2ccccc2)o1
1.2	CCCCNC(=O)c1ccc2c(c1)ncn2C1CCCC1
-5.2*	O=C1Nc2ccc(Cl)cc2[C@@](C#CC2CC2)(C(F)(F)F)O1
0.85	Cc1cccc(NC(=O)CSc2nnc(-c3ccco3)o2)c1C
-1.1	CCCNC(=S)Nc1ccc(Oc2ccccc2)cc1
-0.77	Cc1ccc(C(=O)Nc2cccc(C(F)(F)F)c2)cc1Nc1cnccn1
-0.2	O=C(c1ccco1)N1CCN(C(c2ccc(F)cc2)c2nnnn2Cc2cccs2)CC1 (stereo not given)
0.94	COc1ccccc1NC(=O)c1ccc(S(=O)(=O)N(C)C)cc1
-0.66	COc1cc2c(cc1NC(=O)CSc1ccc(C)cc1)oc1ccccc12
-7.6*	O=C(NNC1=C(C(=O)C(F)(F)F)CCC1)c1cccc(Cl)c1
-1.9	COc1ccc2c(=O)c(-c3cnn(-c4ccccc4)c3)c(C)oc2c1
0.098	Clc1ccc(-c2cnc(Oc3ccccc3)nc2)cc1
-0.42	CCCn1c2c(c(O)c(C(=O)Nc3nccs3)c1=O)CCCC2
0.6	O=C(c1ccccc1)c1ccc(OC(=O)N2CCOCC2)cc1
0.51	C#Cc1ccc([C@H]2C=C(C(=O)N3CCN(Cc4ccccc4)CC3)O[C@@H](OCc3ccc(CO)cc3)C2)cc1
0.52	Cc1ccc(S(=O)(=O)N2CCCC2C(=O)Nn2cnnc2)cc1 (stereo not given)
0.0096	Cc1onc(-c2c(Cl)cccc2Cl)c1C(=O)NCCc1ccc(S(N)(=O)=O)cc1
-0.067	Cn1ccnc1SCC(=O)NC1CCCCC1
0.17	O=C(NCCCn1ccnc1)c1cnn2c1NC(c1ccccc1)CC2C(F)(F)F (stereo not given)
0.089	O=C(Nc1ccc(Cl)cc1)N[C@@H]1c2c(ccc3ccccc23)OC[C@@H]1CO
0.64	CCN1CCN(C(=S)Nc2ccc(Cl)cc2)CC1
0.031	COc1ccc(C(=O)N2CCC(C(=O)c3ccc(F)cc3)CC2)cc1
-1.1&-0.087	COc1ccc2c(c1OC)C(=O)OC2C1c2c(cc3c(c2OC)OCO3)CCN1C (stereo not given)
0.052	Cc1[nH]c2ccccc2c1SCC(=O)O
-1.8	O=C(Oc1ccccc1-c1nnco1)c1ccc(Cl)cc1
0.79	CCc1ccc(C(=O)CSc2n[nH]c(-c3ccncc3)n2)cc1
0.22	CCC(Oc1ccccc1)C(=O)Nc1ccccn1 (stereo not given)
0.12	COc1ccc2cc(Br)ccc2c1CC(=O)NC1CC(C)(C)NC(C)(C)C1
-0.0011	CCOC(=O)C1CCN(C(=O)Nc2cccc(Cl)c2)CC1

Carrying on:
Cav3 T inh	compound
0.68	COc1ccc(NC(=O)NCCCN2CCc3ccccc3C2)cc1
1.6	CC(=O)Cn1c(N2CCC(Cc3ccccc3)CC2)nc2c1c(=O)[nH]c(=O)n2C
0.3	N#Cc1ccsc1NC(=O)CSc1nnc(-c2ccccc2)o1
-4.9*	Cc1nn(Cc2c(F)c(F)c(F)c(F)c2F)c(C)c1NC(=O)c1ccc(COc2ccc(F)cc2)o1
-2.2	COC(=O)c1cc(CSc2nc3ccc(C)cc3[nH]2)oc1C
-0.99	O=C(Nc1ccccc1)N1CC=C(c2ccccc2)CC1
-0.075	CC(=O)N1C(=O)c2cccc3cccc(c23)C(=O)N1C(C)=O
-0.87	C=C1CCN([C@H](C(=O)NCc2ccc(Cl)c(Cl)c2)C(C)C)S(=O)(=O)c2ccccc21
0.28	COc1ccc(OC(C)C(=O)N2CCN(c3ccccn3)CC2)cc1 (stereo not given)
-0.14	O=C(Cc1ccc2c(c1)CCCC2)Nc1ccccc1Cl
-3	Cc1cccc(Cn2c(=O)n(Cc3ccco3)c(=O)c3ccccc32)c1
0.99	COc1cc(/C=N/N(C)c2ccccc2)cc(Cl)c1O
-1.5	COc1ccc2c(c1)-c1c(ssc1=S)C(C)(C)N2
-1.3	O=C(CSc1nc2ccccc2c(=O)n1Cc1ccco1)c1ccc(F)cc1
-0.092	Cc1nc2ccc(Nc3nc4cc(S(=O)(=O)N5CCOCC5)ccc4o3)cc2s1
-0.61	COc1cc(-c2nc3n(n2)C(c2ccncc2)C(C(N)=O)=C(C)N3)cc(OC)c1OC (stereo not given)
0.27	Cc1nc2ccc(NC(=O)N3CCCCC3)cc2nc1C
1.5	O=C(Nc1ccccc1C(F)(F)F)C1CC(=O)N(c2ccccc2F)C1 (stereo not given)
-0.36	COC(=O)C1(C(=O)OC)NOC2C(=O)N(c3ccc(Cl)cc3Cl)C(=O)C21 (stereo not given)
-0.13	CCCCS(=O)(=O)NC1=NCN(Cc2ccco2)CN1
-1.5	CCOC(=O)CN1C(=O)N(CC)C(C)=C(C(=O)OC)[C@@H]1c1ccccc1
-1.2	CN(Cc1ccccc1)C(=O)C1CCCN(Cc2ccc(Cl)cc2)C1 (stereo not given)

Some of the compounds tested; rates above refer to the full screens.
